Screening results (PubChem BioAssay)
CRFR2-BP ag – agonists of CRF-BP/CRF-R2 complex, primary screen, cell-based, HEK293, calcium dye fluorescence, uHTS. activation, % at 13.2 µM. AID 588473, 2011. 0.46% of 350,000 active. calcium dye fluorescence (FLIPR); percent of saturating CRF peptide response. CRF-binding protein / CRF receptor 2 complex (human);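 active means activation of at least 50%, plus an integration ratio under a set limit after plate pattern correction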;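 further: plate controls were neutral control wells without compound for no effect and CRF at EC100 for full effect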
NS3 helicase inh – inhibitors of HCV NS3 helicase, primary screen, biochemical, Cy5 molecular beacon fluorescence; Hepatitis C virus NS3 helicase; NS3 helicase DNA unwinding; inhibition, % at 10.9 µM; 0.56% of 290,000 active; AID 1800, 2009;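 active means inhibition above the mean of all tested compounds plus 3 SD, set per campaign, cut at about 35% in these data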;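 further: 0% = DMSO wells and 100% = thioflavine S control wells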
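assay system = NS3 helicase fragment of HCV | buffer or medium = MOPS pH 6.5, MgCl2, DTT, Tween20, BSA | timing = 60 min unwinding reaction at 25 °C after ATP addition | signal = Cy5 beacon fluorescence read at start and 1 h | read-out basis = % inhibition of unwinding | control set = low DMSO, high thioflavine S at 110 µM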
MEKK3 PB1 HTS – modulators of MEKK3-MEK5 PB1 binding, primary screen, biochemical, wildtype MEKK3, multiplex bead flow cytometry, Alexa488-MEK5; 1.4% of 290,000 active; binding response (% of control), % at 10 µM; Mitogen-activated protein kinase kinase kinase 3 (Homo sapiens), Q99759; bead-based flow cytometry, Alexa488-MEK5 binding to MEKK3; actives lie on both sides; 0 = blocked by unlabeled MEK5, 100 = vehicle;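 active means binding response more than 3 SD above or below the average of its plate-row segment, actives on both sides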;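 further: Alexa488 bead fluorescence after subtracting the streptavidin-only scavenger bead signal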
SUMO HTRF inh – inhibitors of in vitro SUMOylation cascade, primary screen, biochemical, HTRF, uHTS | SUMO-conjugating enzyme UBC9 (Homo sapiens), P63279 | HTRF SUMOylation assay, SAE1/SAE2 + UBC9 | inhibition, % at 35 µM | 0.36% of 290,000 active | AID 2006, 2009; in the data active means inhibition above about 50%, passing the limit was not always enough; further: strong numbers were not always called active
Target sequence (P63279 whole entry, looked up): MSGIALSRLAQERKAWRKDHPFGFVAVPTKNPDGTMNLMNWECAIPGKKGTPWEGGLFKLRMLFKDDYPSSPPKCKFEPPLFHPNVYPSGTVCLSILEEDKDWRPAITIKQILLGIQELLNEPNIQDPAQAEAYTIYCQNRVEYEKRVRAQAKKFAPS
MEKK2 WT-MEK5 – modulators of MEK5 binding to wildtype MEKK2, primary screen, biochemical, multiplex bead flow cytometry, Alexa488-MEK5; binding response (% of control), % at 10 µM; Mitogen-activated protein kinase kinase kinase 2 (Homo sapiens), Q9Y2U5; 1.1% of 290,000 active; AID 1531, 2009; Alexa488-MEK5 binding to MEKK2 WT; actives lie on both sides; in the data active means binding response below about 67% or above about 130%
FID counter – compounds displacing fluorescent DNA intercalator, primary screen, artefact control for HCV NS3 helicase inhibitor project, biochemical, FID fluorescence | DNA fluorescent intercalator displacement | inhibition, % at 7.9 µM | 0.17% of 290,000 active; in the data active means inhibition above about 37%;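 further: 0% = vehicle and 100% = reference compound; higher means more ethidium bromide displaced from hairpin DNA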
MEKK2 mut-MEK5 – MEK5 binding signal on mutant MEKK2 PB1, primary screen, biochemical, multiplex bead flow cytometry, Alexa488-MEK5; 0.35% of 290,000 active; percent response, % at 10 µM; Alexa488-MEK5 binding to MEKK2 mutant; AID 1530, 2009; in the data active means percent response above about 24%, passing the limit was not always enough; further: inactives centre near 1; some results filed as inactive read as strong as hits
GalR3 antag – GalR3 antagonists in HEK293 cells, primary screen, cell-based, fluorescence readout; HEK293 GalR3-CNG cAMP membrane potential fluorescence; galR3 body fused to GalR1 C-terminus; inhibition, % at 3 µM; 0.44% of 360,000 active;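 active means inhibition above the screen-wide average plus 3 SD, cut at about 13% in these data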;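 further: forskolin and galanin both at EC90 stimulate the cells; cAMP rise reported by CNG channel membrane potential dye signal; 0% = forskolin plus galanin with DMSO and 100% = forskolin alone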
Target sequence (O60755 1-299 limits assumed): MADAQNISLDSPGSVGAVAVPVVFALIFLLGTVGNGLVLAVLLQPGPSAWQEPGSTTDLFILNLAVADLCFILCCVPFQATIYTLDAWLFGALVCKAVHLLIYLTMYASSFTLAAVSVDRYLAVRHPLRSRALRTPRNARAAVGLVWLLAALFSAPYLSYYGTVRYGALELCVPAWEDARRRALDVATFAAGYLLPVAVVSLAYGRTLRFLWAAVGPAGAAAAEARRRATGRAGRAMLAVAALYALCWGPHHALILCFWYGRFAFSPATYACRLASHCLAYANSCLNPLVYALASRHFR
CRFR2-BP antag – antagonists of CRF-BP/CRF-R2 complex, primary screen, cell-based, HEK293, calcium dye fluorescence, uHTS | CRF-induced calcium fluorescence | inhibition, % at 11.8 µM | 0.59% of 350,000 active;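 active means inhibition of the ligand-induced calcium signal above about 50% at the single tested concentration, limit read from the data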
* marks the source's active call; other numbers are inactive results; . = not tested or not shown.

SMILES	CRFR2-BP ag	NS3 helicase inh	MEKK3 PB1 HTS	SUMO HTRF inh	MEKK2 WT-MEK5	FID counter	MEKK2 mut-MEK5	GalR3 antag	CRFR2-BP antag
COc1ccc(CCNC(=O)c2c(C)nn(CC(C)C)c2Cl)cc1	-1.8	21	104	0	104	-33	2	3	-1
O=C(CNCc1ccccn1)N1CCc2ccccc2C1	-0.8	-9	102	23	110	-1	4	-10	-7
CCOc1ccc2[nH]c(=O)c(C(c3nnnn3Cc3ccco3)N3CCN(C)CC3)cc2c1 (stereo unspecified)	2.5	-3	106	12	105	-5	0	2	25
CCOc1ccc(N(CC(=O)Nc2cccnc2)S(C)(=O)=O)cc1	0.0	-4	113	12	105	-2	0	-2	5
Cc1cc(NC(=O)CSc2nc(-c3ccc(Br)cc3)nc3c2c(=O)n(C)c(=O)n3C)no1	-0.6	6	106	-2	103	-2	4	.	2
CCCCCCOc1ccc(N2C(=O)CC(N(CCc3ccc(S(N)(=O)=O)cc3)C(C)=O)C2=O)cc1 (stereo unspecified)	0.3	-8	100	-19	101	-28	-2	-4	-33
CC(C)(C)n1nnnc1C(c1cccnc1)N1CCN(c2ccccc2F)CC1 (stereo unspecified)	-0.5	0	84	13	94	-4	5	-2	-11
CCCCN(CC)S(=O)(=O)c1ccc2c(c1)CCCN2C(C)=O	-1.7	-13	103	14	106	-17	4	-4	4
CCOc1ccc(N2CC(C(=O)Nc3c(C)n(C)n(-c4ccccc4)c3=O)CC2=O)cc1 (stereo unspecified)	-1.7	1	115	12	105	-7	0	0	12
COc1ccccc1CNCC(=O)Nc1ccc(C(F)(F)F)cc1	-2.3	-14	112	9	122	9	4	-6	-10
O=C(C1CCCCN1S(=O)(=O)c1ccccc1)N1CCN(Cc2ccccc2)CC1 (stereo unspecified)	0.2	-4	92	9	98	-23	3	-5	-3
O=C(N[C@H]1CCC(=O)N([C@H](CSc2ccccc2)Cc2ccccc2)CC1)OCc1ccccc1	2.9	18	101	-24	94	-43	-4	-4	1
O=C(c1ccc2nc(Cc3cccc(Cl)c3)oc2c1)N1CCC(O)CC1	-1.1	-5	97	5	98	-23	-1	-3	13
COc1ccc(CC(=O)N(C)C2CCCCC2)cc1S(=O)(=O)N1CCOCC1	0.1	-11	105	12	94	-14	-2	-4	4
COc1ccccc1-c1nnc(SCC(=O)Nc2ccc(S(N)(=O)=O)cc2)n1N	2.4	-5	97	10	98	0	-9	-7	-2
COc1ccc(Cn2c(C3CCCCC3)nc3c(c(=O)c4ccccc4n3C)c2=O)cc1	-1.2	17	99	-33	84	-9	-3	.	-22
CC1=CC(C)[C@@H]2COC(c3ccc(O)cc3)[C@H]1C2C (stereo partly specified)	0.0	21	100	-18	95	-12	-4	-9	-7
CCOC(=O)c1sc(NC(=O)CSc2nc(-c3ccco3)cc(C(F)(F)F)n2)c(C#N)c1C	6.3	9	98	-26	89	-4	0	10	6
CC1CCCCC1NC(=O)CSc1nnc(COc2ccc(Cl)cc2)o1 (stereo unspecified)	-0.6	3	102	-11	98	-32	3	-7	-8
COCCNC(=O)CSc1ccc(-c2nc3ccccc3[nH]2)cn1	-2.5	1	104	19	105	-6	7	-6	-2
COc1ccccc1NC(=O)Nc1nc(C(C)(C)C)cs1	1.2	-8	118	-14	109	-31	-1	-6	-26
COC(=O)CN(c1nc(C)c(Cl)c(OC)n1)S(=O)(=O)c1ccc(C)cc1	2.5	-8	102	12	101	-24	1	-4	6
NNc1nc(C(F)(F)F)nc2ccccc12	-0.2	5	100	7	100	1	-1	3	-12
O=C(c1cc(=O)c2cc(Cl)ccc2o1)N1CCN(Cc2ccccc2)CC1	-2.6	-3	104	-12	107	-31	5	-12	22

An excerpt from above in order of their number in MEKK2 mut-MEK5, highest first:
| smiles | CRFR2-BP ag | NS3 helicase inh | MEKK3 PB1 HTS | SUMO HTRF inh | MEKK2 WT-MEK5 | MEKK2 mut-MEK5 | GalR3 antag | CRFR2-BP antag |
| --- | --- | --- | --- | --- | --- | --- | --- | --- |
| CC1CCCCC1NC(=O)CSc1nnc(COc2ccc(Cl)cc2)o1 (stereo unspecified) | -0.6 | 3 | 102 | -11 | 98 | 3 | -7 | -8 |
| NNc1nc(C(F)(F)F)nc2ccccc12 | -0.2 | 5 | 100 | 7 | 100 | -1 | 3 | -12 |
| CC1=CC(C)[C@@H]2COC(c3ccc(O)cc3)[C@H]1C2C (stereo partly specified) | 0.0 | 21 | 100 | -18 | 95 | -4 | -9 | -7 |

Remaining list, next part:
SMILES	CRFR2-BP ag	NS3 helicase inh	MEKK3 PB1 HTS	SUMO HTRF inh	MEKK2 WT-MEK5	FID counter	MEKK2 mut-MEK5	GalR3 antag	CRFR2-BP antag
O=C1c2cc(Cl)ccc2OC2(CCNCC2)C12CC(c1ccc(Cl)cc1)=NO2 (stereo unspecified)	-0.2	.	115	2	162*	.	20	.	-4
O=C(NCc1cccc(C(F)(F)F)c1)C1CC(c2ccccc2C(F)(F)F)=NO1 (stereo unspecified)	0.5	.	91	-24	86	.	-15	-4	-2
CCCS(=O)(=O)C/C(N)=N/OC(=O)c1ccccc1Cl	-0.8	-10	100	-8	103	6	1	-6	-2
Cc1ccc(OCC(=O)Nc2ccccc2[N+](=O)[O-])c(Br)c1	5.4	0	86	-2	85	1	-13	0	-120
CCOC(=O)C(C)Oc1ccc2c(C)cc(=O)oc2c1C(C)=O (stereo unspecified)	-0.5	22	104	2	107	-16	7	-6	-7
COCCCNC(=S)NNC(=O)c1cc(-c2cccnc2)nc2ccccc12	0.3	2	102	8	103	-18	1	-1	-15
Cc1cc(C)cc(C(=O)OCC(=O)NCc2cccs2)c1	-2.5	-13	98	-1	98	-18	-3	-1	26
O=C(Nc1cc(F)ccc1F)C1CCCO1 (stereo unspecified)	1.3	0	89	7	92	2	-1	-7	9
COc1ccc(S(=O)(=O)N2CCCC2C(=O)NCC(=O)Nc2cccc(Cl)c2C)cc1 (stereo unspecified)	-0.3	-3	103	15	103	-36	-2	-9	-3
Cc1cc(C)n(CC(=O)NC2CCCc3c2cnn3-c2ccc(C)c(C)c2)n1 (stereo unspecified)	0.1	12	100	13	100	-39	3	-7	-8
Cn1nc(C(C)(C)C)c([N+](=O)[O-])c1C(=O)N1CCCCCC1	-0.8	-10	98	10	101	-28	-7	1	-2
O=C1/C(=C/c2ccco2)Oc2c1ccc(O)c2CN1CCCCC1	20	7	93	61*	92	-7	-2	-10	-19
Cc1cc(N2CC(C)OC(C)C2)n2cc(-c3ccccc3)nc2n1 (stereo unspecified)	-8.7	-6	113	15	107	-24	1	-2	17
Cc1c(NC(=O)NC(C)N2C(=O)C3C4C=CC(C4)C3C2=O)c(=O)n(-c2ccccc2)n1C (stereo unspecified)	0.2	0	99	26	102	-5	6	4	7
Cc1nc(CS(=O)c2ccc(Cl)cc2)cc(NCc2ccc(Cl)cc2Cl)n1 (stereo unspecified)	2.5	-6	98	-10	96	-24	-5	1	-42
CN(C)c1ccc(CNCCC2CCOC(C)(C)C2)cc1 (stereo unspecified)	.	-7	106	17	101	1	2	.	.
COc1ccc(OCCNS(=O)(=O)c2ccc3oc4ccccc4c3c2)cc1	-0.5	8	94	1	97	-21	0	-9	-10
O=C(CN1CCc2ccccc21)NN1CC(=O)N(c2ccccc2)CC1=O	0.0	-6	92	20	95	-8	-5	-3	-4
CC(O)C(NS(=O)(=O)c1ccc(Cl)cc1)C(=O)OCc1cc([N+](=O)[O-])cc2c1OCOC2 (stereo unspecified)	-3.5	1	102	1	98	0	1	-3	-3
CC1(C)CC2CC(C)(CN2C(=O)Cc2ccccc2)C1 (stereo unspecified)	-1.4	0	96	14	104	-18	1	-5	9
Cc1cc(OC(=O)c2cc([N+](=O)[O-])ccc2Cl)c([N+](=O)[O-])c(=O)[nH]1	-0.5	-1	102	13	106	4	4	0	3
COC(=O)c1c(C)oc2ccc(OC(=O)N3CCOCC3)cc12	-0.8	-1	104	-3	113	-17	9	-2	22
O=C(NN1C(=O)c2ccccc2NC1c1ccccn1)c1ccc(Br)cc1 (stereo unspecified)	-3.9	7	115	-25	111	-2	6	-1	-1
CCOc1ccc(N(CC(=O)NCc2ccco2)C(=O)CCC(=O)Nc2ccccn2)cc1	-0.3	3	103	0	100	-35	2	-9	-4
CC(C)(C)N1CC(c2nc3ccccc3n2CCOc2ccccc2)CC1=O (stereo unspecified)	-1.9	-3	101	5	97	-29	0	-1	3
CC1CCCCN1CCCNc1ccc(C(CC(N)=O)NC(=O)Cc2ccc(Cl)cc2)cc1[N+](=O)[O-] (stereo unspecified)	-2.6	-1	104	-2	113	0	-1	-7	14
Cc1nn(C)c(C)c1NC(=O)c1ccccc1NC(=O)Nc1ccccc1	0.3	1	100	-5	100	-2	2	2	-16
O=C(NCC(NS(=O)(=O)OCC(Cl)(Cl)Cl)c1ccccc1)C(F)(F)F (stereo unspecified)	2.0	-15	99	14	97	-3	-7	-4	-4
O=C(Cc1ccc(Cl)cc1)N/N=C/c1ccccc1	0.3	-5	103	16	103	-6	-8	0	-10
CC(=O)c1c(C)[nH]c(C(=O)Nc2c(C)n(C)n(-c3ccccc3)c2=O)c1C	-0.9	-2	117	-6	103	-3	-2	3	-8
Nc1ncnc2c1ncn2[C@@H]1O[C@H](CO)C[C@H]1O	0.5	.	104	.	106	.	3	16*	-18
CC(=O)c1c(O)c(C)c(O)c2c1OC1=CC(=O)C(C(C)=O)C(=O)[C@@]12C (stereo partly specified)	4.6	-2	99	-3	100	-9	0	-11	0
COc1cc(CC(=O)OCC(=O)N2CC(C)CC(C)C2)cc(OC)c1OC (stereo unspecified)	0.5	-6	99	7	100	-37	3	-3	-1
CC(CNC(=O)C1CCCN(S(=O)(=O)N2CCOCC2)C1)c1ccccc1 (stereo unspecified)	-0.5	5	98	2	98	-10	-3	-5	1
CC(C#N)(Nc1ccc(Cl)cc1)c1cccnc1 (stereo unspecified)	-1.1	7	106	-6	98	2	-1	0	-9
CNC(=S)N/N=C/c1cccc(OCc2ccccc2F)c1	1.1	3	98	0	96	-16	-1	1	-8
CCC(C(=O)NCc1ccco1)n1nc(C)n2c(cc3occc32)c1=O (stereo unspecified)	-1.2	-3	103	10	101	-9	0	1	-10
Cc1cc(C)c2c(-n3cccc3)c(C(=O)NNS(=O)(=O)c3ccc(F)cc3)sc2n1	-0.9	6	103	8	102	-42	0	-6	29
COc1cccc(OC)c1C(=O)Nc1ccc(N2CCCC2)cc1	-0.8	-78	89	-9	94	-4	4	-6	-6
O=S(=O)(Nc1cccnc1)c1cccc(Cl)c1	-2.3	6	102	5	102	-2	7	6	-23

Not all compounds are listed. The share of hits here may be higher or lower than overall.
